# MCL1 BIM primary: inhibitors of MCL1 binding to BIM-BH3, primary screen, biochemical, fluorescence polarization | inhibition, % at 10.9 µM | GST-MCL1 / FITC-Bim-BH3 fluorescence polarization | hit rate 0.68% among 320,000;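 active = inhibition above the mean inhibition of all tested compounds plus 3 SD, set per campaign, cut at about 40% in these data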;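 also: 0% = DMSO wells and 100% = unlabeled Bim-BH3 peptide control; higher means more loss of mP so more displacement of Bim peptide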
# VLA-4 inh: inhibition in human VLA-4 binding assay, primary screen, VLA-4 allosteric modulator project, MLPCN library, flow cytometry, VLA-4 expressing cells | Integrin alpha-4 (Homo sapiens), P13612 | ligand binding flow cytometry | inhibition, % (about 7 µM as worked out from the volumes in the protocol) | hit rate 0.2% among 330,000 | AID 2557, 2010; in the data active = inhibition above about 50%
# Target sequence (P13612 whole entry, looked up): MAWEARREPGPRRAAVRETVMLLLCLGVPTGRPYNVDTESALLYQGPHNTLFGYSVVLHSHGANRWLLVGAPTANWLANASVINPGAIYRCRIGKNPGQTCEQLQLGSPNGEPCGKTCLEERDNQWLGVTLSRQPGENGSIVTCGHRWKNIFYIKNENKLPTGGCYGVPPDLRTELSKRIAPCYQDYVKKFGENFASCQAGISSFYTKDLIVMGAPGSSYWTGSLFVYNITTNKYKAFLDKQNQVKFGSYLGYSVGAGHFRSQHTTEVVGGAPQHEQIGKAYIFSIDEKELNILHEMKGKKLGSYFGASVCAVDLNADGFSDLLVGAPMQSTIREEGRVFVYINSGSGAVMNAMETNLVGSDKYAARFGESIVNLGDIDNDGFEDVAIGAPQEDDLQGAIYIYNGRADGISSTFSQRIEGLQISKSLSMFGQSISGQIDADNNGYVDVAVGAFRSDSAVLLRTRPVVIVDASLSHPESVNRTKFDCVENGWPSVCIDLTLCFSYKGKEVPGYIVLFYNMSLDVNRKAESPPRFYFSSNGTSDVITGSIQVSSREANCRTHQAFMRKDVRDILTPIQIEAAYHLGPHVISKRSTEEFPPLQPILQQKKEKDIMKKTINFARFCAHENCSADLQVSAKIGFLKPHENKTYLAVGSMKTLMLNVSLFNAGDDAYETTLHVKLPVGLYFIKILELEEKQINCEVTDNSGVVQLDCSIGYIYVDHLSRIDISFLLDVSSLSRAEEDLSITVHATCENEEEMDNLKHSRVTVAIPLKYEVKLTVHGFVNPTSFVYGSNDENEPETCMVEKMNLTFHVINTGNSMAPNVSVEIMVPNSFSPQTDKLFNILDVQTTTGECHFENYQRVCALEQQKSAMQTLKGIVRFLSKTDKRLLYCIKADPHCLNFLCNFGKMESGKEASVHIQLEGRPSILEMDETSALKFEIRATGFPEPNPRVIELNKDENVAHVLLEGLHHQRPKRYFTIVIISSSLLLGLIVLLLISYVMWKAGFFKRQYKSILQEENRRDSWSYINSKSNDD
# Bcl-xL primary: inhibitors of human Bcl-xL, primary screen, biochemical, fluorescence polarization, HTS; Bcl-2-like protein 1 (Homo sapiens), Q07817; GST-Bcl-xL / FITC-Bim BH3 peptide fluorescence polarization; inhibition, % at 10.9 µM; hit rate 0.7% among 320,000; AID 2129, 2009;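 active = inhibition above the mean of all tested compounds plus 3 SD, cutoff set per campaign, cut at about 30% in these data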;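 also: 0% = DMSO wells and 100% = unlabeled Bim-BH3 peptide competitor; inhibitors lower millipolarization by displacing the labeled peptide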
# CIT2-GFP yeast: modulators of CIT2-GFP expression in yeast, primary screen, S. cerevisiae, GFP fusion, multiplex flow cytometry, MLPCN library; S. cerevisiae CIT2-GFP strain, 3 h; 100 means same as DMSO wells; GFP response vs DMSO, % at 10 µM; hit rate 0.065% among 320,000;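 active = GFP response relative to DMSO above a set limit, near the screen mean plus 3 SD, cut at about 150% in these data; inconclusive = Fewer than 70 cells measured for a yeast strain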;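 also: ratio of well median GFP fluorescence to mean of DMSO wells on the plate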
# GLD-1 RNA inh: GLD-1/TGE RNA complex disruptors, primary screen, biochemical, fluorescence polarization | inhibition, % at 5.96 µM | hit rate 0.44% among 320,000 | Female germline-specific tumor suppressor gld-1 (Caenorhabditis elegans), Q17339 | purified GLD-1 + fluorescein TGE RNA;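 active = percent inhibition above a per-plate cutoff, the plate mean of test compounds plus 3 SD, cut at about 30% in these data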;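 also: 0% = DMSO wells with GLD-1 and probe and 100% = wells lacking GLD-1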
# MEX-5 binding: MEX-5 zinc finger RNA-binding disruptors – biochemical, C. elegans, fluorescence polarization, MLPCN library, primary screen; hit rate 0.38% among 300,000; AID 1832, 2009; MEX-5/FITC-TCR2 RNA binding; active compounds read low; activity score (negative = inhibition of binding), % at 10 µM;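 active = inhibition past about -25% in most replicates, and total fluorescence under double the plate's negative control median, limit read from the data; inconclusive = replicates evenly split on the limit, or fluorescence at least double controls; inactive = too little inhibition in most replicates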;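 also: 0% = DMSO and -100% = 5 µM competing unlabeled TCR2 RNA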
# GRK2 aptamer HTS: compounds blocking aptamer binding on GRK2 – biochemical, human GRK2, bead flow cytometry, HTS, primary screen. Beta-adrenergic receptor kinase 1 (Homo sapiens), P25098. inhibition of aptamer binding, % at 10 µM. hit rate 0.59% among 330,000. FAM-aptamer displacement from GRK2. AID 488847, 2010;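 active = inhibition of aptamer binding above 40%, roughly 3 SD of noise, on plates passing a quality check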;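 also: median bead fluorescence of bound FAM aptamer so fluorescent compounds give negative values; no value below 0 was filed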
# AGP1 TOR yeast: modulators of AGP1-GFP expression in yeast TOR pathway, primary screen, cell-based, multiplex flow cytometry, S. cerevisiae, MLPCN library | GFP response vs DMSO, % at 10 µM | 3 h; GFP as percent of DMSO wells | AID 2066, 2009 | hit rate 0.02% among 320,000;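 active = GFP response relative to DMSO above a set limit, near screen average plus 3 SD, cut at about 150% in these data; inconclusive = fewer than 70 cells counted for the yeast strain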;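 also: median GFP channel fluorescence of the gated AGP1 strain per well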
# CR mimetic SO: reduction of superoxide in aged yeast, primary screen, HTS | S. cerevisiae aged cells, superoxide DHE fluorescence; active compounds read low | hit rate 0.18% among 330,000 | superoxide response (% of plate mean), % at 10 µM | AID 2690, 2010;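 active = superoxide response under a set limit, about three screen SD below normal, cut at about 65% in these data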;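 also: yeast aged for seven days with compound at 30 °C before DHE staining; 100% = average MFI of all compound-treated wells on the plate with controls excluded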
# Starred values were filed as active, the others as inactive; ? = inconclusive; nt = no result given; [ ] = another dose, or the depositor's remark.
SMILES,MCL1 BIM primary,VLA-4 inh,Bcl-xL primary,CIT2-GFP yeast,GLD-1 RNA inh,MEX-5 binding,GRK2 aptamer HTS,AGP1 TOR yeast,CR mimetic SO
COc1ccc(C)cc1NC(=O)NCc1ccccn1,2,5,3,100,3,-4.9,2,106,74
CCOC(=O)c1nc(Nc2ccc(C)cc2)c2ccccc2n1,-10,5,-3,101,2,1.0,4,93,112
CSc1ccccc1C(=O)OCC(=O)NC1CCS(=O)(=O)C1 (centres undefined),2,-8,3,103,3,1.4,1,107,92
CCN(C(=O)CSc1nnc(-c2ccc(F)cc2)c2ccccc12)C1CCS(=O)(=O)C1 (centres undefined),1,6,-3,98,-2,2.5,1,95,100
CC(C)=CC(=O)OCC(=O)NC(=O)NC(C)(C)C,4,2,10,91,5,nt,2,103,87
COc1ccc2c3c([nH]c2c1)C1CC2C(CC(O)C(OC)C2CO)CN1CC3 (centres undefined),7,-21,4,96,4,-16,2,103,99
CC(CN1CCCC1)OC(=O)C(c1ccccc1)c1ccccc1 (centres undefined),6,-10,2,97,-1,0.5,0,96,95
Cc1c(Cl)cccc1N1C(=O)CC(NNC(=O)c2ccc3c(c2)OCO3)C1=O (centres undefined),nt,15,nt,103,-5,nt,4,100,110
COCCN(C(=O)COC(=O)CCS(=O)(=O)c1ccccc1)c1c(N)n(Cc2ccccc2)c(=O)[nH]c1=O,-24,32,-13,106,4,-0.7,2,109,87
CCOC(=O)C1CCN(C(=O)c2cc(C)n(C(C)(C)C)n2)CC1,13,-6,4,97,2,-0.9,2,99,116
CCn1c(Cc2ccccc2)nnc1SCc1nc2ccccc2c(=O)[nH]1,-6,3,-2,nt,6,1.3,1,97,92
CCOC(=O)c1c(C)c(C(=O)Nc2ccc3c(c2)OCCO3)c(C)n1C,4,-9,4,98,4,2.9,0,96,74
COc1cc(/C=N/NC(=O)c2sc(N)c(C#N)c2C)ccc1O,-47,-11,-34,122,-35,-2.9,1,109,96
O=C(COc1coc(CN2CCc3ccccc3C2)cc1=O)Nc1cccc(F)c1,4,-6,10,115,-6,1.9,0,95,97
O=C(O)COc1ccc(/C=N/NC(=O)C(O)(c2ccccc2)c2ccccc2)cc1,-2,1,3,104,-1,-1.4,1,102,104
Cc1ccc(S(=O)(=O)NCCC(=O)OCC(=O)NCCc2ccccc2)cc1C,-8,17,-4,86,6,-2.1,0,102,93
COC(=O)C1=C(O)/C(=C/c2ccc(OCC(=O)Nc3ccccc3)cc2)N=C1C,3,8,1,?,7,-2.4,5,?,87
COc1ccc(CC(NC(C)=O)C(=O)NC2CCN(c3nc(C)cc(C)c3C#N)CC2)cc1 (centres undefined),3,0,5,97,0,0.9,0,103,98
CCOC(=O)Cc1nn(Cc2ccc(Cl)cc2)c(=O)c2ccccc12,2,-10,4,98,4,2.2,4,102,102
CC(C)c1ccc(/C=C/C(=O)n2nnc3ccccc32)cc1,5,28,2,100,-3,1.2,0,104,112
O=c1c(-c2ccccc2)n[nH]c2ccccc12,-6,-5,5,92,3,-2.5,2,96,99
Cc1cc(C(=O)NNC(=S)NCc2ccco2)n(C)n1,-9,-1,-4,100,-1,-1.8,0,105,101
Cc1cc(C)c2cc(C)c3nnc(SCC(=O)NCc4ccc5c(c4)OCO5)n3c2c1,-5,26,1,88,7,-2.0,2,98,118
O=C(NCc1ccc2c(c1)OCO2)C1CCC(CNS(=O)(=O)c2cccc3nsnc23)CC1 (centres undefined),4,-15,3,98,-9,0.2,0,104,100
C=CCc1ccccc1OCC(O)CN1CCN(c2ccc(OC)cc2)CC1 (centres undefined),4,13,7,99,0,1.1,0,107,99
COc1cc(Nc2ccc(S(=O)(=O)N3CCN(C)CC3)cc2[N+](=O)[O-])cc(OC)c1,2,-3,-4,99,7,1.9,0,107,84
COc1ccc(S(=O)(=O)Nc2ccccc2C(F)(F)F)cc1,1,-3,-1,97,10,-1.2,2,109,90
CCCCCCSc1nc2c(c(=O)[nH]c(=O)n2C)n1C,6,32,2,89,8,2.0,0,97,105
Cc1nn(Cc2ccccc2)c(C)c1CNC(=O)[C@H](C)N=C1NS(=O)(=O)c2ccccc21,-11,14,-2,87,8,nt,2,90,87
COc1cccc(-c2cc(C(F)(F)F)n3nc(C(=O)Nc4c(C)n(C)n(-c5ccccc5)c4=O)cc3n2)c1,0,-7,6,96,7,-3.8,3,109,87
COc1cc(NC(=O)CCCn2c(=O)oc3ccccc32)cc(OC)c1,nt,0,nt,88,2,nt,0,92,102
CN(C)CCCN(C(=O)c1ccc2c(c1)CCCC2)c1nc2ccc(Cl)cc2s1,3,42,2,99,-2,-1.5,0,99,106
CCOC(=O)c1ccc(NC(=O)c2nc[nH]c2C(=O)N[C@@H](CCCCNC(=O)OC(C)(C)C)C(=O)OC(C)(C)C)cc1,9,-16,7,93,9,0.4,2,93,114
COc1ccc(NC(=O)c2cc3n(n2)C(C(F)(F)F)CC(c2ccco2)N3)cc1 (centres undefined),3,22,1,111,5,-2.1,0,104,96
N#CCCN(C(=O)Nc1ccc(Cl)cc1)c1ccccc1,-2,15,4,111,0,-0.7,2,103,99
Cc1ccccc1N1CC(C(=O)Nc2nnc(SCc3ccccn3)s2)CC1=O (centres undefined),17,8,20,97,15,-1.4,11,107,102
Cc1sc2ncnc(SC(C)C#N)c2c1C (centres undefined),17,-1,5,76,-2,-2.4,0,94,94
COc1ccccc1CNC(=O)Cn1nc(C(F)(F)F)cc1C,2,41,2,112,0,nt,2,118,104
CCOC(=O)C1=C(C)N(C)C(=S)NC1c1c(OCC)ccc2ccccc12 (centres undefined),4,20,7,129,6,-1.8,3,124,97
CCCCN=C1SC(C(=O)Nc2sc3c(c2C(=O)OC)CCC3)C(N)=C1C(=O)N1CCOCC1 (centres undefined),-5,7,2,90,-5,-1.2,8,96,97
O=C(CCc1nnc(CCCCc2ccccc2)o1)NCCN1CCCCC1=O,-3,-21,-3,90,-8,2.8,0,93,95
COc1ccc(N2CCN(C(=O)C3CCCN(S(=O)(=O)c4ccc(C)cc4)C3)CC2)cc1 (centres undefined),-1,-4,-2,132,-3,-1.4,2,131,92
CCOc1ccccc1N(CC(=O)Nc1ccc(S(=O)(=O)N2CCCC2)cc1)S(C)(=O)=O,-4,4,-2,90,2,-0.7,0,88,96
O=C1CC2(CCCCCC2)Oc2ccc(Cl)cc21,12,40,9,96,-3,5.1,0,90,110
CCC1Sc2ccc(S(=O)(=O)CCC(=O)Nc3cc(C)ccn3)cc2NC1=O (centres undefined),1,-6,1,98,5,-0.5,0,102,137
NC(=O)C(c1ccc(Br)cc1)c1ccc(C(=O)c2ccccc2)cc1 (centres undefined),-7,1,-3,107,-6,-0.1,0,97,100
O=C1COc2ccc(C(=O)COC(=O)CCSc3ccc(Cl)cc3)cc2N1,1,-1,3,87,-4,-1.7,3,97,105
Cc1cccc(C)c1NC(=S)NC(C)CCc1ccccc1 (centres undefined),5,-1,3,110,7,2.2,1,109,94
CC(C)N(C(C)C)S(=O)(=O)c1ccc(NN)nc1,6,19,6,118,-2,3.9,0,123,104
COc1ccc(CCNC(=O)c2ccc(N3CCCCS3(=O)=O)cc2)cc1OC,-7,4,-2,102,5,-1.1,0,99,98
# Other results.
SMILES,MCL1 BIM primary,VLA-4 inh,Bcl-xL primary,CIT2-GFP yeast,GLD-1 RNA inh,MEX-5 binding,GRK2 aptamer HTS,AGP1 TOR yeast,CR mimetic SO
CC1=Nn2c(nnc2-c2n[nH]c3c2CCC3)SC1,4,-3,-2,118,-1,0.8,2,108,105
COc1cc(CC(NC(C)=O)C(=O)NC2CCN(c3nc(OC)nc(OC)n3)CC2)cc(OC)c1 (centres undefined),-2,17,-2,107,0,-2.0,3,99,98
CCOC(=O)C1CCN(c2c(NCCCN3CCN(Cc4ccccc4)CC3)c(=O)c2=O)CC1,5,0,-1,97,-6,nt,1,102,100
COC(=O)c1c(Cc2ccccc2Cl)c[nH]c1C,-2,4,0,96,-1,-0.7,2,96,82
COc1cc(CC(=O)N2CCc3ccccc32)cc(OC)c1OC,7,2,5,99,-4,0.4,0,101,90
COc1cc(/C=N/NC(=O)c2sc3ccccc3c2Cl)ccc1OC(=O)c1ccc([N+](=O)[O-])cc1,-1,-6,1,100,-1,1.0,17,88,98
O=C(NNC(=O)C1CC(c2cccnc2)=NO1)Nc1cccc(F)c1 (centres undefined),1,9,1,89,-2,-3.2,1,91,102
C/C(CC(=O)NC1C2CC3CC(C2)CC1C3)=N\NC(=O)Cc1cccs1 (centres undefined),11,13,6,95[may fluoresce red],4,-1.0,0,91[may fluoresce red],102
CC(=O)c1c(C)n([O-])c2cc(F)c(F)cc2[n+]1=O,3,-20,2,115,8,-0.7,5,115,75
O=C(N/N=C/c1ccc(F)cc1)c1ccccc1,-1,-9,5,97,3,-0.6,0,99,94

# Three compounds already listed, ordered by SMILES length, lowest first:
SMILES,MCL1 BIM primary,VLA-4 inh,Bcl-xL primary,CIT2-GFP yeast,GLD-1 RNA inh,MEX-5 binding,GRK2 aptamer HTS,AGP1 TOR yeast,CR mimetic SO
O=c1c(-c2ccccc2)n[nH]c2ccccc12,-6,-5,5,92,3,-2.5,2,96,99
CC(=O)c1c(C)n([O-])c2cc(F)c(F)cc2[n+]1=O,3,-20,2,115,8,-0.7,5,115,75
O=C(COc1coc(CN2CCc3ccccc3C2)cc1=O)Nc1cccc(F)c1,4,-6,10,115,-6,1.9,0,95,97

# Remaining list, next part:
SMILES,MCL1 BIM primary,VLA-4 inh,Bcl-xL primary,CIT2-GFP yeast,GLD-1 RNA inh,MEX-5 binding,GRK2 aptamer HTS,AGP1 TOR yeast,CR mimetic SO
COc1ccc(CNC(=O)CN(C(=O)c2csnn2)c2ccc(C(C)=O)cc2)cc1,12,6,7,95,-1,-0.4,4,94,98
Cc1cccc(-n2cnc3c(c2=O)c2nc4ccccc4nc2n3Cc2ccco2)c1,18,-9,11,94,-3,-1.6,7,97,108
C[C@@]12CCC3[C@@](CCC4[C@@]3(C)CCC[C@@]4(C)C(=O)N3CCOCC3)(CC1=O)C2 (some centres undefined),nt,27,nt,86,5,nt,0,91,97
O=C1CCCc2c1cc(-c1ccccc1)n2-c1ccccc1,-3,3,2,106,7,2.5,1,99,108
CCCCNc1cc(C)nc(NCc2ccccc2)n1,6,4,9,101,4,2.8,0,99,84
CC(C)CC(=O)Nc1ccc(C(=O)NNC(=S)NC(=O)C2CCCCC2)cc1,14,2,6,94,4,-1.6,0,100,99
COc1ccc(C(=O)/C=C2\NCC3c4ccccc4CCN3C2=O)cc1 (centres undefined),1,-10,10,93,7,?,4,100,100
CC(C)OCCCNC(=O)CN1C(=O)c2cccc3cccc1c23,-10,0,4,127,-3,-1.3,2,110,97
COc1cc2ccc(=O)oc2c(CC=C(C)C)c1OC,-3,5,1,91,6,-1.5,0,92,113
Cc1ccn2c(c1)nc(=S)n2C(=O)c1ccco1,9,nt,3,106,-2,-2.0,0,110,96

# Bioassay records from PubChem.
